# Statin myotox sup – suppressors of simvastatin-induced myotoxicity in C2C12 myotubes | ATP luminescence, 48 h; scaled: DMSO 0, geranylgeraniol control 100 | AID 602340 | rescue of ATP level, % at 7.49 µM | 0.78% of 330,000 active;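 active = mean ATP rescue above about 67%, or every replicate alone reaching that limit, limit read from the data, passing the limit was not always enough; inconclusive = no clear call, values can overlap the other calls; inactive = mean under the limit and some replicate under it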;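 also: myotubes were challenged with 10 µM simvastatin during compound exposure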
# SIRT5 block – sirtuin-5 (human) deacylase inhibition; Q9NXA8; Purified SirT5, succinyl-peptide AMC, trypsin-coupled fluorescence; inhibition, % at 15 µM; 1.1% of 330,000 active; AID 652115; in the data active = inhibition above about 15%; inconclusive = no clear call, values can overlap the other calls
# Target sequence (Q9NXA8 whole entry, looked up): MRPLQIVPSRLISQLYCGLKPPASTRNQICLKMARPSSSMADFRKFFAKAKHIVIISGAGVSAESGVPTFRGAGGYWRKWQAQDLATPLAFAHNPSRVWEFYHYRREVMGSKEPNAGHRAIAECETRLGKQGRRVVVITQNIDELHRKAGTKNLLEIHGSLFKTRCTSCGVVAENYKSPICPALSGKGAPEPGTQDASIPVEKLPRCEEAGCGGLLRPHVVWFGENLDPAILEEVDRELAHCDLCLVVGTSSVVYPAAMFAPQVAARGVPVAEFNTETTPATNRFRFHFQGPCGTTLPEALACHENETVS
# ARNT-TACC3 inh – disruptors of human ARNT/TACC3 interaction | Q9Y6A5 | AlphaScreen His-ARNT PAS-B/GST-TACC3 binding, luminescence; TACC3 fragment carries E629A point mutation | inhibition, % at 9.99 µM | 0.66% of 390,000 active;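 active = mean inhibition of replicates at least 50% and at least half of replicates each reaching 50%; inconclusive = half or more replicates reach 50% but mean below 50%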;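 also: 0% = complete ARNT plus TACC3 wells and 100% = ARNT alone without TACC3; many hits fall short of the cut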
# ERp5 inh – blocks human ERp5 reductase activity on insulin; ERp5 insulin aggregation, absorbance 650 nm, 90 min; inhibition, % at 9.99 µM; 0.05% of 350,000 active; AID 651711;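 active = mean replicate inhibition above about 25%, with every replicate also reaching it, limit read from the data, passing the limit was not always enough; inconclusive = only one of those two criteria met; inactive = neither criterion met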
# Target sequence (Q15084 whole entry, looked up): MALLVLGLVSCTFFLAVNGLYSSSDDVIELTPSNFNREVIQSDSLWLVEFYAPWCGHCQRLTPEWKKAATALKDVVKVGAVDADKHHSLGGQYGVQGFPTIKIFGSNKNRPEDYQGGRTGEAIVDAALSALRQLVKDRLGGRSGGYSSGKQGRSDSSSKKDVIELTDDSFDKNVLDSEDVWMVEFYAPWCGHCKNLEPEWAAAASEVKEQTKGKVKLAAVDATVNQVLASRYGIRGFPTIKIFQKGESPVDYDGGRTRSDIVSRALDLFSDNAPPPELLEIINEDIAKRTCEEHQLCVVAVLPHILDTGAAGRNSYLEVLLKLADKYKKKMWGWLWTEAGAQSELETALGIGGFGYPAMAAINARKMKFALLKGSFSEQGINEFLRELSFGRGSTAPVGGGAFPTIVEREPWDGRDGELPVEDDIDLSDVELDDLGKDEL
# Cneo AK release – Cryptococcus neoformans lysis via adenylate kinase release. C. neoformans lysis, adenylate kinase release luminescence, 4 h; normalised: neutral wells 0, clomiphene wells 100. lysis activity, % at 15 µM. 0.2% of 360,000 active;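 active = mean lysis activity across replicates of at least 80%, whatever share of replicates individually reach that level; inactive = mean lysis activity below 80%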
#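 Test system: log-phase Cryptococcus neoformans yeast cells. Input: 5 × 10^6 yeast cells/mL. Medium: fresh YPD growth medium. Doses: single dose. Incubation: static 4 h at 37 °C with compound, 1 h detection. Measured by: luminescent adenylate kinase detection reagent. Read-out: signal increase indicating cell lysis. Benchmarks: Clomiphene.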
# esBAF inh – SWI/SNF esBAF complex inhibition | mouse ES cells, Bmi1-luciferase knock-in reporter, 24 h; 100% = twice the neutral-well signal | 2% of 350,000 active | reporter increase, % at 12.5 µM; in the data active = activation above about 40%; inconclusive = no clear call, values can overlap the other calls;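 also: 0% = median of the plate's neutral control wells and 100% = double that signal; a rise in the Bmi1 reporter signal indicates esBAF inhibition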
# miR-122 sensor – inhibitors of miR-122 in Huh7 cells; Huh7 miR-122 Renilla luciferase sensor, 48 h; neutral wells = 0, positive control = 100; activation (reporter increase), % at 12.5 µM; 0.3% of 340,000 active;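 active = mean replicate activation score at least 90 and every replicate individually at or above 90; inconclusive = only one of the two criteria met; inactive = neither criterion met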;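 also: higher luciferase means less miR-122 activity so hits act as miR-122 inhibitors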
# Numbers without * were called inactive; ? = inconclusive; . = no result given; [ ] = remark or other dose. Random draw from the library. Share with any hit: about 4%.
# Fields – esBAF inh	ERp5 inh	Cneo AK release	miR-122 sensor	ARNT-TACC3 inh	SIRT5 block	Statin myotox sup
- CC(=O)NCC(=O)NC1CCCc2c1cnn2-c1ccccc1F (stereo unspecified)
→ -2	-9	0	-1	-11	-13	-2
- COc1ccccc1-c1sc2ccccc2c1-c1ccc(C(C)=O)cc1
→ 34	.	-2	.	-3	.	18
- Oc1ccc(C=NNc2nc3ccccc3s2)c(O)c1
→ .	-1	-15	-4	0	.	117*
- COC(=O)c1ccc(NC(=O)CSc2nc(C)cc(=O)[nH]2)cc1
→ .	.	-3	-4	-17	.	.
- Cc1ccc(C(=O)N2CCCc3ccccc32)c(Cl)c1
→ 0	0	0	2	.	-3	6
- COc1cc(/C=C/C(=O)OCC(=O)NCCCc2ccccc2)ccc1O
→ -5	-5	3	.	-5	4	-2
- Nc1ncncc1-c1ccc([N+](=O)[O-])cc1
→ 1	-10	-1	-1	-14	-2	-6
- Cc1c(NC(=O)CC#N)c(=O)n(-c2ccccc2)n1C
→ .	2	-38	.	12	-1	.
- c1ccc2c(c1)OCC(CNc1ncnc3nc[nH]c13)O2 (stereo unspecified)
→ 10	0	-2	-1	-10	-2	39
- CCOc1ccc(S(=O)(=O)n2c(C)nc3ccccc32)cc1
→ -2	1	-2	-1	-2	-2	-6
- CCOCCCNC(=O)CCc1ccc(-n2cnc3cccnc32)cc1
→ -5	1	3	.	21	2	1
- O=C1NC2(CCCCC2)C(=O)N1CC(=O)N(Cc1ccccc1)c1ccccc1
→ 1	0	0	2	-7	1	18
- COc1ccc(C(=O)CC(=O)C(=O)Nc2ccc(C)cc2Cl)cc1
→ 4	-2	-2	15	-2	1	-3
- Cc1ccc(OCCNC(=O)[C@H]2O[C@@H](n3cnc4c(N)ncnc43)[C@H](O)[C@@H]2O)cc1C
→ -3	9	2	1	.	-1	-1
- Cc1cc2n(n1)C(c1ccc3c(c1)OCO3)Nc1c(C)cccc1-2 (stereo unspecified)
→ 3	.	0	9	-3	.	5
- CCCCCCC(NC(=O)c1ccc(C)cc1)C(=O)O (stereo unspecified)
→ -4	0	0	-5	-3	-1	-4
- O=C1/C(=C/c2cccs2)COc2ccccc21
→ .	-1	.	.	6	-1	.
- C[C@H]1CN([C@@H](C)CO)C(=O)c2cc(NC(=O)Nc3ccccc3)ccc2O[C@@H]1CN(C)Cc1ccc(Oc2ccccc2)cc1
→ 5	0	44	-5[16.7 µM]	3	4	-11
- Cc1cc(C)cc(C(=O)Nc2ccncc2)c1
→ -1	6	4	8	-10	-3	-4
- O=C([C@H]1[C@H](CO)[C@H]2Cn3c(ccc(-c4ccncc4)c3=O)[C@@H]1N2Cc1cccnc1)N1CCOCC1
→ -1	-6	0	1[16.7 µM]	-12	-11	-9
- O=C1C2CCCCC2C(=O)N1c1nccs1 (stereo unspecified)
→ 11	-3	-2	-4	-5	.	-12
- Cc1ccc(S(=O)(=O)N(C)C)cc1NC(=O)C(C)OC(=O)c1ccc2c(c1)OCCO2 (stereo unspecified)
→ 0	-2	-1	4	17	9	7
- Nn1c(SCC(=O)NC(=O)Nc2ccc3c(c2)OCCO3)nnc1C1CC1
→ 5	-7	-2	-4	-4	-1	12
- O=C(c1cccc(Cl)c1)N1CCC2CC1c1cc(-c3ccc(F)cc3)ccc12 (stereo unspecified)
→ -4	-1	2	15	0	-3	-4
- CCOC(=O)C1CCCN(C(=O)c2ccc3c(c2)NC(=O)C(N2CCOCC2)S3)C1 (stereo unspecified)
→ -27	.	-4	3	-1	.	.
- Cc1n[nH]c(=S)n1/N=C/c1ccc(-c2ccccc2[N+](=O)[O-])o1
→ 6	.	-1	1	-1	.	.
- CCc1c(C)nc2ncnn2c1Nc1ccc(C)cc1
→ 2	3	1	-2	-3	0	4
- C[C@@H]1CCCCO[C@@H](CN(C)S(C)(=O)=O)[C@H](C)CN([C@@H](C)CO)C(=O)c2cc(N(C)C)ccc2O1
→ 0	1	-1	3[16.7 µM]	4	0	52
- CN(CP(=O)(O)CCc1ccccc1)S(C)(=O)=O
→ 0	.	-1	-2	3	.	.
- CO[C@@H]1CN(C)C(=O)c2cc(NS(C)(=O)=O)ccc2OC[C@H](C)N(C(=O)C2CC2)C[C@H]1C
→ 4	-3	8	.	-5	4	5

# Part of the list above in order of SMILES length, highest first:
# Fields – esBAF inh	ERp5 inh	Cneo AK release	miR-122 sensor	ARNT-TACC3 inh	SIRT5 block	Statin myotox sup
- O=C([C@H]1[C@H](CO)[C@H]2Cn3c(ccc(-c4ccncc4)c3=O)[C@@H]1N2Cc1cccnc1)N1CCOCC1
→ -1	-6	0	1[16.7 µM]	-12	-11	-9
- CO[C@@H]1CN(C)C(=O)c2cc(NS(C)(=O)=O)ccc2OC[C@H](C)N(C(=O)C2CC2)C[C@H]1C
→ 4	-3	8	.	-5	4	5
- O=C1/C(=C/c2cccs2)COc2ccccc21
→ .	-1	.	.	6	-1	.

# (continued)
# Fields – esBAF inh	ERp5 inh	Cneo AK release	miR-122 sensor	ARNT-TACC3 inh	SIRT5 block	Statin myotox sup
- CSCCC(C(=O)Nc1c(C)cccc1C)N1CCN(c2ccc(C(F)(F)F)cn2)CC1 (stereo unspecified)
→ -3	2	-9	1	.	-4	-2
- Cc1noc(C)c1S(=O)(=O)Nc1ccc2c(c1)C(=O)N([C@@H](C)CO)C[C@H](C)[C@H](CN(C)Cc1ccc(-c3ccccc3)cc1)O2
→ 3	-7	6	-4[16.7 µM]	1	4	.
- COc1ccc(/C=N/NC(=O)c2cccnc2)cc1CN1CCc2ccccc2C1
→ .	-4	0	10	.	-1	.
- COc1ccc(Cl)cc1NC(=O)c1cccc(NC(=O)CCC(=O)O)c1
→ -10	-2	-2	3	4	19*	10
- CC(=O)c1c(O)cc(=O)oc1-c1ccc(C)cc1
→ .	5	.	.	2	1	.
- CN(Cc1cccs1)C(=O)CSc1nc2ccccc2[nH]1
→ .	-5	.	.	-2	-2	.
- c1ccc2c(c1)nc(-c1ccncc1)n2CCNc1nc(CN2CCCCC2)cs1
→ -2	1	0	2	.	0	88*
- O=C(Nc1ccc(C(=O)NCCCN2CCN(c3ccc(F)cc3)CC2)cc1)C1=CSCCO1
→ -1	1	-2	.	19	-5	4
- Cc1ccn2c(NC3CCCCC3)c(C)nc2c1
→ -2	.	3	9	-7	.	9
- N#C/C(=C/c1ccc(F)cc1)c1nc(CCN2C(=O)c3ccccc3C2=O)cs1
→ 9	.	4	-10	-5	.	9
- CO[C@@H]1CN(C)C(=O)c2cc(NS(=O)(=O)c3ccccc3)ccc2OC[C@@H](C)N(C)C[C@@H]1C
→ 0	.	.	1[16.7 µM]	.	.	-6
- Cc1cccc(NC(=O)C2CCN(S(=O)(=O)c3c(C)noc3C)CC2)c1
→ -1	2	-1	-9	-2	-9	2
- CC(=O)c1ccccc1NC(=O)CCNC(=O)c1ccco1
→ 8	-1	1	.	-1	-4	-1
- C[C@H]1CN([C@@H](C)CO)C(=O)Cc2cc(NC(=O)CCN3CCOCC3)ccc2O[C@@H]1CN(C)S(=O)(=O)c1ccc(Cl)cc1
→ 1	-3	-5	6[16.7 µM]	-1	0	-2
- Cc1cccc(-n2c(=O)c3c4c(sc3n3c(=S)[nH]nc23)CCC4)c1
→ .	-2	.	-10	5	0	.
- Cc1ccn(CC(=O)N2CCCC(N3CCN(c4ccc(F)cc4)CC3)C2)n1 (stereo unspecified)
→ 7	-3	-5	.	-1	-2	-26
- COc1ccc(C(=O)Nc2cc3c(cc2N2CCOCC2)n(C)c(=O)n3C)cc1OC
→ 1	.	-3	.	1	.	33
- CCn1ncc(CN2CCC(n3nccc3NC(=O)c3ccccc3Cl)CC2)c1C
→ -7	2	-3	-3	.	.	6
- Cc1ccccc1N1CCN(S(=O)(=O)N(C)C)CC1
→ .	3	.	.	-6	-3	.
- COC(=O)c1ccc(C2/C(=C(\O)c3ccc4c(c3)OCCO4)C(=O)C(=O)N2CCCN2CCOCC2)cc1 (stereo unspecified)
→ .	5	.	.	0	-1	.
- Fc1ccc(CNC(=S)Nc2cccc(Cl)c2)cc1
→ .	.	9	34	-1	.	.
- CN1CC(=O)Nc2ccc([N+](=O)[O-])cc2C1=O
→ -2	3	1	-4	-3	-3	-5
- Cc1ccc(S(=O)(=O)N(C)C[C@@H]2OCCCC[C@H](C)Oc3ccc(NS(=O)(=O)c4cn(C)cn4)cc3C(=O)N([C@H](C)CO)C[C@H]2C)cc1
→ 0	-1	-2	5[16.7 µM]	-4	-2	.
- O=C(Nc1ccccc1O)c1ccc(NS(=O)(=O)c2cccc3cccnc23)cc1
→ -13	3	0	?	5	.	-13
- O=C(C[C@H]1C=C[C@H](NC(=O)CCN2CCCCC2)[C@@H](CO)O1)Nc1ccc(-c2ccccc2)cc1
→ 1	1	6	0[16.7 µM]	3	-2	-29
- O=C(NNc1ccccc1)OCc1ccccc1
→ 29	2	1	7	.	-2	7
- Cc1noc(C)c1NC(=O)Nc1ccc2c(c1)C(=O)N([C@H](C)CO)C[C@H](C)[C@H](CN(C)C(=O)c1ccccc1)OCCCC[C@H](C)O2
→ 1	-5	-3	-6[16.7 µM]	-5	-3	.
- COCCCn1c(=S)[nH]c2ncccc2c1=O
→ .	.	-1	2	-2	.	.
- CC(=O)NC[C@H]1[C@@H](c2ccc(-c3ccccc3)cc2)[C@@H](CO)N1C(=O)C1CC1
→ 3	4	0	6[16.7 µM]	-4	1	10
- O=C(Cc1ccccc1)N1C[C@@H]2[C@H](c3ccccc31)[C@@H](CO)N2C(=O)c1cccc(F)c1
→ -2	2	13	7[16.7 µM]	6	-3	-13
- COc1ccccc1C1=NOC(C)(c2sc(-c3ccc(Cl)cc3)nc2C)C1 (stereo unspecified)
→ 43*	7	0	6	1	.	5
- CCCNC(=O)N1[C@@H](CO)[C@@H]2c3ccccc3N(C(=O)Nc3cccc(Cl)c3)C[C@@H]21
→ 4	-1	-3	-8[16.7 µM]	0	1	16
- O=C1c2ccccc2C(O)(c2ccccc2)N1c1ccc([N+](=O)[O-])cc1Cl (stereo unspecified)
→ 9	-7	-1	5	6	3	5
- O=C(c1ccco1)N1CCC(c2nc(-c3ccccc3Cl)no2)CC1
→ 1	.	-1	-4	-5	.	5
- CCc1nc2ccc(C(=O)Nc3cccc(NS(C)(=O)=O)c3)cn2c1N(CC)CCOC
→ 3	-2	1	-8	.	2	-2
- Cc1ccccc1NC(=O)CSc1nc(O)cc(=O)n1C
→ 5	2	0	-5	2	0	8
- Cc1onc(-c2c(Cl)cccc2Cl)c1C(=O)N=C(N)N1CC(C)OC(C)C1 (stereo unspecified)
→ .	-2	-1	-4	-4	-7	.
- C[C@H]1CN([C@@H](C)CO)S(=O)(=O)c2ccc(C#CC3CC3)cc2O[C@@H]1CN(C)C(=O)c1ccccn1
→ 5	-4	8	19[16.7 µM]	-4	0	-4
- CC(=O)N(C)c1ccc(NC(=O)C(c2ccccc2)c2ccccc2)cc1
→ 1	1	37	0	13	-1	5
- COc1ccc(NC(=O)Nc2ccc3c(c2)CC(=O)N([C@H](C)CO)C[C@H](C)[C@H](CN(C)C(=O)Nc2ccccc2)O3)cc1
→ 1	3	-1	-5[16.7 µM]	-3	-3	2
- C/C(=N\NC(=O)c1cccc(O)c1)c1ccc(NC(=O)Cc2ccccc2)cc1
→ .	-3	-1	-3	-30	8	.
- COC(=O)[C@H]1[C@H](CO)[C@H]2Cn3c(ccc(-c4cncnc4)c3=O)[C@H]2N1C(=O)C1CCC1
→ 4	14	52	0[16.7 µM]	28	-31	-21
- Nc1cc(-c2ccc(Cl)cc2)nn1S(=O)(=O)c1ccccc1
→ -6	4	1	19	7	0	15
- O=C(COc1ccccc1)N=C1SC2CS(=O)(=O)CC2N1Cc1ccccc1 (stereo unspecified)
→ 0	-6	-1	-5	0	-2	-13

# Screens (PubChem)
